# Screening results as filed in PubChem.
# NadD block: NadD (S. aureus) enzyme inhibition. 360,000 compounds, 0.78% hits. AID 602399. inhibition, % at 20 µM. purified NadD enzyme, colorimetric absorbance read-out; in the data active = inhibition above about 26%; note: some compounds past the cut are filed as inactive
# SUMO1-SIM PPI: SUMO1-SIM interaction modulation; SUMO1 binding to a labelled peptide, TR-FRET, 1 h; AID 602429; P63165; inhibition, % at 20 µM; 360,000 compounds, 0.33% hits; in the data active = inhibition above about 37%
# Target sequence (P63165 whole entry, looked up): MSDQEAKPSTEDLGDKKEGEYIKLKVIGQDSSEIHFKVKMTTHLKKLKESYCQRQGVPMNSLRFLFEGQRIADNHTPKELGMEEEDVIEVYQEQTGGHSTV
# SKN-1 block: blocks SKN-1 activity in C. elegans. C. elegans VP596 Pgst-4::GFP/RFP ratio, acrylamide-induced, 24 h. inhibition, % at 21.8 µM. 360,000 compounds, 0.49% hits. AID 624304;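 active = interference check ratio from 0.5 to 1.5 plus GFP to RFP signal ratio inhibition reaching or exceeding a fixed threshold, cut at about 30% in these data, passing the limit was not always enough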; note: some compounds called inactive have numbers as strong as hits
# DNMT1 block: inhibitors of human DNMT1. AID 588458. 360,000 compounds, 0.83% hits. inhibition (reported as % activation of signal), % at 10 µM. DNMT1 molecular beacon, Hinp1I cleavage, fluorescence; in the data active = inhibition above about 50%
# STEP inh: inhibitors of human striatal-enriched phosphatase STEP. P54829. recombinant STEP, OMFP fluorogenic substrate, fluorescence. inhibition, % at 20 µM. 360,000 compounds, 0.25% hits. AID 588621;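 active = inhibition at 20 µM, scaled per plate between control wells, above about 37%, limit read from the data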;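 note: 0% = DMSO with enzyme and substrate and 100% = substrate only without enzyme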
# Target sequence (P54829 whole entry, looked up): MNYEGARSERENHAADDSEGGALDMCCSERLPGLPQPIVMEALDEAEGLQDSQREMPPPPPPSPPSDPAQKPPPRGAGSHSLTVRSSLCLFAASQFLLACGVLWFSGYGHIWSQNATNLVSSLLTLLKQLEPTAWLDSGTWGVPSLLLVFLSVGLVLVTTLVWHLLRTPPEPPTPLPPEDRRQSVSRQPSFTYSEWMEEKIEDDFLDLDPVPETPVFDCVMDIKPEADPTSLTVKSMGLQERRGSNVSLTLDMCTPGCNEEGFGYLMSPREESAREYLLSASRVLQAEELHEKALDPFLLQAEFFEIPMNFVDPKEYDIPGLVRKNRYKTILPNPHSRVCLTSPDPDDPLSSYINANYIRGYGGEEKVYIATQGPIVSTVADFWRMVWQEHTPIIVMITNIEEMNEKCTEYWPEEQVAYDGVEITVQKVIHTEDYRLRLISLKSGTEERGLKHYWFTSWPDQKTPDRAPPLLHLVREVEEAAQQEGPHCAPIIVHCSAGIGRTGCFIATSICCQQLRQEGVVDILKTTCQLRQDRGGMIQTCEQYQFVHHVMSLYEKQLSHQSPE
#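 medium = Bis-Tris buffer pH 6.0, 2.5 mM DTT, 0.005% Tween 20 | test system = STEP (striatal-enriched tyrosine phosphatase) enzyme, cell-free | measure = normalized % inhibition | compound dosing = 20 µM, 1% DMSO | also added = 25 µM OMFP | schedule = reaction 20 min, ambient temperature | measured by = fluorescence read at 480 nm ex / 540 nm em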
# MT1-MMP act inh: blocks activation of human MT1-MMP; P50281; HT1080 RFP-PRO-GFP cells, GFP/RFP ratio fluorescence, overnight; percent of plate control window, DMSO zero; GFP/RFP ratio change, % at 20 µM; 360,000 compounds, 0.061% hits;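 active = GFP/RFP ratio change of at least 30% with cell ATP level not reduced by more than half and red fluorescence within 50% of control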; note: strong numbers were not always called active
#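 Material – HT1080 RFP-PRO-GFP cells · Control set – DMSO wells and RFP-L50D-GFP cells · Incubation – overnight cell settling, then overnight compound exposure, 37 °C, 5% CO2 · Compound dosing – single-point 20 µM compound, 1% DMSO · Read-out – GFP/RFP fluorescence ratio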
# Scp-1 inhibitor: blocks human Scp-1 phosphatase activity | inhibition, % at 20 µM | 340,000 compounds, 0.88% hits | Recombinant Scp1, phosphopeptide, malachite green phosphate absorbance;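 active = inhibition above about 50% at 20 µM, limit read from the data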;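 note: plate controls were DMSO wells with enzyme for no effect and wells lacking enzyme for full effect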
# Target sequence (Q9GZU7 76-261 limits assumed): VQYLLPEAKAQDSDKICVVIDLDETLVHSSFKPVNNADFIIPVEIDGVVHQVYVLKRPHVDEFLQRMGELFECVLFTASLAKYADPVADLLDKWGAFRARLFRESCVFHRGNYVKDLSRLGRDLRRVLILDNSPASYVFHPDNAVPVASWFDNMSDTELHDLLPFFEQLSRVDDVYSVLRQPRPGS
#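 Incubation: 45 min enzyme reaction at room temperature / System: truncated SCP-1 phosphatase (76-261aa) / Reagent: Phospho 17-mer peptide substrate / Buffer or medium: Acidic Tris acetate buffer with magnesium and detergent / Signal: absorbance at 630 nm / Doses: one concentration, 20 µM, with 1.0% DMSO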
# LMPTP block: blocks human LMPTP phosphatase; inhibition, % at 20 µM; recombinant LMPTP-A, OMFP fluorogenic substrate, fluorescence intensity; P24666; 360,000 compounds, 0.22% hits;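 active = compounds that cut the enzyme signal by at least half of the control window in the single-dose screen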;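 note: plate controls were DMSO wells with enzyme plus substrate for no effect and substrate without enzyme for full effect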
# Target sequence (P24666 whole entry, looked up): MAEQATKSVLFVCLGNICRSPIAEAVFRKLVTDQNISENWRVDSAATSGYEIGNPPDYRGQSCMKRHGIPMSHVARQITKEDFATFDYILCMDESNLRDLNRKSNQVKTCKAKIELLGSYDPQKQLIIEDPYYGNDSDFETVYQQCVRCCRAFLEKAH
#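 material = LMPTP-A | quantity = 0.625 nM enzyme | reagent = OMFP substrate, 400 µM final | buffer or medium = Bis-Tris pH 6.0, DTT, detergent | detection = endpoint fluorescence intensity from OMFP dephosphorylation | dosing = single 20 µM dose | read-out basis = % inhibition relative to no-enzyme and uninhibited control wells | control set = no-enzyme and uninhibited controls | timing = 50 min at room temperature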
# Rpn11 block: blocks the human proteasome subunit Rpn11; human 26S proteasome, Ub4-pepOG fluorescence polarization; 20S core pre-blocked with epoxomicin; calls only at 20 µM; 360,000 compounds, 0.59% hits;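 active = inhibition at 20 µM, scaled to each plate's controls, above about 33%, limit read from the data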
# NRP1-CendR mod: modulators of CendR peptide binding to human neuropilin-1; O14786; FAM-RPARPAR peptide binding to NRP-1, fluorescence polarization; inhibition, % at 25 µM; 360,000 compounds, 0.85% hits;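 active = inhibition or corrected inhibition above about 18%, plus a signal ratio from 0.5 to 1.5, limit read from the data, passing the limit was not always enough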; note: strong numbers were not always called active
# Numbers without * were called inactive; i = inactive; x = not tested or not shown.
SMILES,NadD block,SUMO1-SIM PPI,SKN-1 block,DNMT1 block,STEP inh,MT1-MMP act inh,Scp-1 inhibitor,LMPTP block,Rpn11 block,NRP1-CendR mod
C=CS(=O)(=O)c1ccc(Oc2ccc(S(=O)(=O)C=C)cc2)cc1,2,14,-7,8,-2,-15,-17,-0.3,i,7
COc1ccc(CNC(=O)C(C)NS(=O)(=O)c2ccc(C)cc2)cc1 (configuration not stated),-10,-2,5,0,-1,1,-3,-0.2,i,-6
COCCC(=O)N1CCC(Oc2ccc(C(=O)N3C[C@@H]4CCC[C@H]3C4)cc2)CC1,-3,1,13,0,-2,2,1,1.8,i,10
Cn1cccc1CNCC(O)c1ccccc1 (configuration not stated),-1,1,5,-2,-4,-4,-2,-1.0,i,-23
O=S(=O)(/N=C(\Sc1ccccc1)c1ccccc1)c1ccc(Cl)cc1,0,0,7,3,-2,0,-4,-0.7,i,-7
CS(=O)(=O)c1ccc(Cl)c(NC(=O)Cc2ccsc2)c1,1,1,13,-2,-2,1,-2,-1.8,i,-1
COc1ccc(/C=N/n2c(N)nc3ccccc32)cc1OC,2,-13,-5,-4,-4,5,-7,10,i,5
Cc1cccc(OCC(=O)O/N=C(\N)Cc2cccs2)c1,-8,-4,5,6,-2,-2,0,0.9,i,-2
CC(C)(C)c1cc(NS(=O)(=O)c2cccs2)no1,2,3,11,1,0,-4,-6,-1.4,i,-4
CCOC(=S)SCC(=O)Nc1nc(-c2ccccc2)cs1,-5,2,-11,17,0,10,-12,2.7,i,-17
COc1ccc(-c2cc(CNS(=O)(=O)c3cc(OC)ccc3OC)on2)cc1,-2,7,10,-1,5,-2,-8,-0.6,i,13
CCOc1ccc(-c2nc(CSc3nnc(N)s3)cs2)cc1,-8,-22,-5,0,-1,8,3,-0.2,i,-4
CCCCN(C(=S)Nc1cccc(SC)c1)C1CCN(C(C)=O)CC1,2,2,0,2,25,2,-8,-1.7,i,2
Cc1cc(F)ccc1C(O)c1ncc(-c2ccc(Oc3ccccc3)cc2)[nH]1 (configuration not stated),7,1,-4,-13,21,-5,x,5.3,i,7
CCOC(=O)N1CCN(C(=O)/C=C/c2cccc([N+](=O)[O-])c2)CC1,4,-19,-6,0,0,-2,3,-1.1,i,9
CC(C)(C)NC(=O)C(c1ccc(C(F)(F)F)cc1)n1c(=O)c(-c2ccco2)nc2ccccc21 (configuration not stated),x,0,7,x,x,-11,x,0.2,x,-30
Cc1ccccc1OCC(=O)NNC(=S)NC(=O)c1ccccc1[N+](=O)[O-],-1,-8,4,0,0,9,-15,-1.2,i,-7
COc1ccc(CCNC(=O)C(=O)NCC2CCCO2)cc1 (configuration not stated),4,0,1,-1,0,1,-9,-0.3,i,4
O=C1CC(NS(=O)(=O)c2cccnc2)CN1c1ccccc1 (configuration not stated),2,-3,2,0,-2,12,-5,0.1,i,1
CCN1CC2=C(OC(N)=C(C#N)C2c2ccccc2)/C(=C\c2ccccc2)C1 (configuration not stated),8,-7,5,-9,-2,6,-2,-1.3,i,-3
Cn1c(SCC(=O)N/N=C/C=C/c2ccco2)nc2ccccc21,20,-1,5,57*,-1,1,73*,28,i,-20
N#C/C(=C\c1coc2ccc(O)cc2c1=O)C(=O)Nc1nc2ccccc2s1,30*,-20,-5,84*,-89,-56,9,8.9,x,132
Cc1ccccc1NC(=O)C(Cl)=C(Cl)Cl,-5,3,11,1,1,-8,-4,-2.3,i,-8
COc1cc2c(cc1OC)C(C)N(C(=O)c1cc(C)on1)CC2 (configuration not stated),-2,8,24,0,10,15,-12,-0.3,i,-1
CCOC(=O)c1cccc(NC(=O)C(C)N2C(=O)c3ccccc3C2=O)c1 (configuration not stated),-2,-4,-10,-2,4,-1,-5,-0.7,i,0
Cn1c(=O)c(=O)n(C)c2cc(S(=O)(=O)N3CCOc4ccccc43)ccc21,-1,2,24,-1,-1,2,-8,-1.0,i,5
Cn1c(SCc2ccon2)nc2ccccc2c1=O,0,-3,5,-2,-2,-5,-10,1.3,i,-1
C[C@@H]1CCCCO[C@H](CN(C)Cc2ccccc2)[C@@H](C)CN([C@H](C)CO)C(=O)c2cc(NC(=O)c3ccccc3)ccc2O1,-2,7,-2,-34,0,-3,x,-1.0,i,-2
Cc1ccc(NCc2ccccc2O)cc1C,-8,-3,4,2,-2,4,-6,0.9,i,4
C=CCNC(=S)Nc1ccc(OC(F)F)c(Cl)c1,-2,-1,-2,6,3,5,-11,0.0,i,10
C=CCOc1ccc2ccccc2c1CNCCCN1CCOCC1,-6,-6,6,-1,0,9,-5,-2.4,i,19
COc1ccc(CCN2CCCC(CN(C)C(=O)c3ccoc3C)C2)cc1 (configuration not stated),0,2,5,5,0,2,-2,0.0,i,0
CCNC(=O)NC(=O)c1csc([N+](=O)[O-])c1,-4,-32,5,0,3,-1,-7,-1.2,i,-12
Nc1ccccc1C(O)(Cc1ccccc1)c1ccccc1 (configuration not stated),-6,-1,5,3,0,-1,-6,1.5,i,-9
O=C(Cn1c(NCCO)nc2ccccc21)NCCc1ccccc1,0,-5,2,2,1,-9,-9,0.4,i,-14
CCN(c1ccccc1)S(=O)(=O)c1cccc(C(=O)N2CCN(S(=O)(=O)c3ccccc3)CC2)c1,-8,3,2,-1,1,-7,-9,0.7,i,3
CC(=O)N1N=C(c2cccc(NS(=O)(=O)c3ccc(C)cc3)c2)CC1c1ccco1 (configuration not stated),-1,-8,6,-7,4,-3,-3,0.9,i,2
CC1(C(=O)N2CCC(CC3CC(c4cccc(Br)c4)=NO3)(C(=O)NCC3CCCCC3)CC2)CC1 (configuration not stated),-2,-5,2,0,2,-2,16,2.7,i,0
O=C(NCc1cccnc1)c1cc(C2CCCN(C(=O)C3CCCCC3)C2)on1 (configuration not stated),4,-2,5,8,0,2,x,-0.4,i,7
CC(=O)NC(Cc1ccccc1C)C(=O)NC1CCN(C(=O)NCc2ccccc2)CC1 (configuration not stated),3,-2,2,0,-2,3,-1,-0.8,i,0
CC(=O)CSc1nc2ccc(Nc3nc(N4CCOCC4)nc(N4CCOCC4)n3)cc2s1,22,1,7,-5,-2,-25,7,2.2,i,22
CCOC(=O)CCN,1,1,4,-2,0,0,-3,-0.4,i,-2
O=C(COc1ccc(C(=O)Nc2ccc(Cl)cc2)cc1)NCc1ccccc1,-5,1,15,8,-3,1,9,-2.2,i,0
O=C(NCCn1ccc2ccccc21)c1cccc([N+](=O)[O-])c1,-8,-16,2,-1,1,1,-10,0.3,i,2
CCCc1cc(=O)oc2c(C)c(OCC(=O)N3CCC(C(N)=O)CC3)ccc12,-1,3,6,-1,0,1,-1,-0.8,i,-2
COc1cccc(Nc2nc(-c3cccnc3)cs2)c1,-11,-10,23,-3,0,-3,-8,1.7,i,2
COc1cc(CNc2ccc3c(c2)CCC3)cc(OC)c1O,-3,-4,-3,-2,-4,1,0,-0.3,i,-1
C=C[C@@H]1c2ccccc2N(S(=O)(=O)c2ccc(C)cc2)[C@H](c2ccc(OC(C)=O)cc2)C1(C#N)C#N,6,1,-2,-2,-1,-9,-11,-0.2,i,6

# Single entries from the results shown.
# LMPTP block result of CC(=O)NC(Cc1ccccc1C)C(=O)NC1CCN(C(=O)NCc2ccccc2)CC1 (configuration not stated) is entered as -0.8
# NRP1-CendR mod result of O=C(NCc1cccnc1)c1cc(C2CCCN(C(=O)C3CCCCC3)C2)on1 (configuration not stated) is entered as 7
# NadD block result of O=C(COc1ccc(C(=O)Nc2ccc(Cl)cc2)cc1)NCc1ccccc1 is entered as -5

# (next part)
SMILES,NadD block,SUMO1-SIM PPI,SKN-1 block,DNMT1 block,STEP inh,MT1-MMP act inh,Scp-1 inhibitor,LMPTP block,Rpn11 block,NRP1-CendR mod
O=C(O)c1ccc(-c2nc(-c3ccccc3Cl)cs2)cc1,1,-14,1,0,2,3,-9,0.4,i,13
COc1ccc(N2CCOCC2)c(NC(=O)c2ccc3c(c2)OCO3)c1,0,3,3,-2,0,-3,-9,0.3,i,5
Cn1c(N)c(C(=O)COC(=O)c2ccc(F)cc2Cl)c(=O)n(C)c1=O,2,5,-5,-1,-1,4,-5,0.2,i,6
CCOC(=O)c1nnn(CC(=O)N2N=C(c3ccc(Cl)cc3)CC2c2ccc(OC)cc2)c1C(=O)OCC (configuration not stated),10,4,-8,1,2,19,-11,2.8,i,-31
O=C(CCCc1nc2ccccc2s1)Nc1nccs1,-6,7,-2,0,1,-2,0,-1.5,i,7
O=C1C(Cl)=C(Nc2cccc(O)c2)C(=O)N1Cc1ccccc1,-7,-17,7,-11,0,0,-8,1.1,i,-7
c1ccc2c(NC3CCCC3)nnc(NC3CCCC3)c2c1,-2,2,22,2,1,0,-7,1.1,i,-6
CC(=O)N1Cc2[nH]c3ccccc3c2CC1C(=O)O (configuration not stated),0,2,-8,5,-2,5,-2,-1.9,i,-1
O=C(COc1ccc(Cl)cc1)N1CCCCCCC1,-4,2,2,0,2,0,-5,-1.8,i,8
COc1ccccc1-c1cnn2c(NCCc3ccccc3)cc(C)nc12,0,-1,12,2,-1,-5,0,3.7,i,16
O=C(CN1CCN(S(=O)(=O)c2ccccc2)CC1)N1CCc2ccccc21,-3,-6,-3,-3,-2,-1,-8,0.4,i,-4
O=C(Nc1cccc(N=Cc2cc(Br)cc(Br)c2O)c1)c1ccco1,41*,16,1,-29,3,1,-5,0.8,i,-80
CCOC(=O)c1ccc(NC(=O)C2(c3ccc(OC)cc3)CCOCC2)cc1,-6,-8,-1,-3,0,-5,-20,-2.6,i,12
C#CCNC(=O)C[C@@H]1C[C@@]2(C(=O)OC)CCCCC=C2N(CCc2ccc(OC)c(OC)c2)C1=O,x,5,-1,x,x,1,x,0.2,x,13
CS(=O)(=O)N(CC(=O)NCc1ccccc1Cl)Cc1ccccc1,-6,0,-17,-1,-3,-5,-5,-0.4,i,-1

# Random excerpt: 5 entries already listed.
SMILES,NadD block,SUMO1-SIM PPI,SKN-1 block,DNMT1 block,STEP inh,MT1-MMP act inh,Scp-1 inhibitor,LMPTP block,Rpn11 block,NRP1-CendR mod
COc1ccc(N2CCOCC2)c(NC(=O)c2ccc3c(c2)OCO3)c1,0,3,3,-2,0,-3,-9,0.3,i,5
O=C(CN1CCN(S(=O)(=O)c2ccccc2)CC1)N1CCc2ccccc21,-3,-6,-3,-3,-2,-1,-8,0.4,i,-4
C#CCNC(=O)C[C@@H]1C[C@@]2(C(=O)OC)CCCCC=C2N(CCc2ccc(OC)c(OC)c2)C1=O,x,5,-1,x,x,1,x,0.2,x,13
O=C(COc1ccc(Cl)cc1)N1CCCCCCC1,-4,2,2,0,2,0,-5,-1.8,i,8
CCOC(=O)c1nnn(CC(=O)N2N=C(c3ccc(Cl)cc3)CC2c2ccc(OC)cc2)c1C(=O)OCC (configuration not stated),10,4,-8,1,2,19,-11,2.8,i,-31
